Ba/F3 V617F tox – lowers viability of Ba/F3 cells expressing EpoR and JAK2V617F | ATP luminescence | inhibition, % at 5.6 µM | actives 1.1% (n = 220,000) | AID 1446;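 active = inhibition above the campaign mean plus 3 SD over all tested compounds, cut at about 24% in these data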;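 note: cytokine-independent growth of Ba/F3 cells driven by EpoR plus mutant JAK2; 0% = DMSO-treated cells and 100% = JAK inhibitor I control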
EP2 modulator – modulators of human EP2 prostaglandin E2 receptor; P43116; EP2-expressing cells, cAMP HTRF FRET, PGE2 co-stimulation; induction, % at 25 µM; actives 0.83% (n = 260,000); AID 940;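 active = compounds whose cAMP rise, as percent of the full-agonist control response, exceeds 60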;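 note: rat C6 glioma line stably carrying human EP2 under a CMV promoter; the protocol text gives 20 µM as final concentration; 100% = response of wells given 1 µM PGE2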
TRPML3 agonist – activates the human TRPML3 channel | Q8TDD5 | HEK293 TRPML3-YFP, Fluo-8 calcium fluorescence; 100% = the carbachol control signal | activation, % at 3 µM | actives 0.29% (n = 220,000) | AID 1448;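 active = activation above its plate's cutoff, the mean activation of the plate's test wells plus 3 SD, cut at about 12% in these data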;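 note: 0% = DMSO only wells and 100% = carbachol wells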
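system = HEK293 cells stably carrying human TRPML3-YFP | doses = one concentration, 3 µM nominal, 0.3% DMSO | timing = dye loading 1 h 37 °C then 30 min ambient, 125 s read | detection = Fluo-8 calcium dye fluorescence, ex 470-495, em 515-575 nm | benchmarks = high control carbachol 87 µM, low control DMSO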
Calpain2 inh – calpain II (pig) inhibition. AID 1236. inhibition, % at 16 µM. actives 0.37% (n = 220,000). purified calpain II, fluorogenic peptide substrate, 30 min;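 active = inhibition above about 50%, limit read from the data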
TRPN1 ag – agonists of zebrafish TRPN1 channel; HEK293 zebrafish TRPN1-YFP, Fluo-8 calcium fluorescence; 100% = response to 87 µM carbachol; AID 1424; activation, % at 3 µM; actives 0.18% (n = 220,000);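 active = activation above its plate's cutoff, the mean activation of test wells on that plate plus 3 SD, cut at about 19% in these data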;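 note: 0% = DMSO alone and 100% = 87 µM carbachol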
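Assay system: Zebrafish TRPN1-YFP in HEK293 cells | Incubation: Dye loading 1 h at 37 °C, then 30 min room temperature | Measured by: Kinetic Fluo-8 fluorescence, ex 470-495, em 515-575 nm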
S1P4 agonist – agonists of human S1P4 receptor; AID 1509; activation, % at 4.98 µM; S1P4-expressing cell line, agonist reporter assay; O95977; actives 0.35% (n = 220,000); in the data active = activation above about 11%;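 note: 0% = DMSO vehicle and 100% = reference agonist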
BaF3 parental – parental Ba/F3 viability inhibition as JAK2V617F counter-screen; inhibition, % at 5.6 µM; AID 1486; actives 1.1% (n = 220,000); CellTiter-Glo ATP luminescence;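 active = inhibition above a per-campaign cutoff, the mean inhibition of all tested compounds plus 3 SD, cut at about 27% in these data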;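 note: 0% = DMSO wells and 100% = JAK Inhibitor I control wells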
S1P4 antagonist – antagonists of human S1P4 receptor; S1P4-expressing cells, antagonist mode, reporter read-out; inhibition, % at 4.98 µM; actives 0.26% (n = 220,000); in the data active = inhibition above about 29%;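 note: 0% = wells stimulated with agonist and 100% = vehicle wells without agonist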
PERK inhibitor – blocks human PERK kinase. inhibition, % at 5.6 µM. actives 0.17% (n = 220,000). Q9NZJ5. CHO PERK-DD fusion, SEAP luminescence translation reporter;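 active = inhibition above the mean inhibition of all tested compounds plus 3 SD, set separately per screening campaign, cut at about 2.9% in these data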;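 note: PERK kinase domain activated by AP20187 dimerizer at 100 nM; 0% = DMSO with dimerizer and 100% = rapamycin at 8.4 µM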
Target sequence (Q9NZJ5 whole entry, looked up, the tested form may be a part): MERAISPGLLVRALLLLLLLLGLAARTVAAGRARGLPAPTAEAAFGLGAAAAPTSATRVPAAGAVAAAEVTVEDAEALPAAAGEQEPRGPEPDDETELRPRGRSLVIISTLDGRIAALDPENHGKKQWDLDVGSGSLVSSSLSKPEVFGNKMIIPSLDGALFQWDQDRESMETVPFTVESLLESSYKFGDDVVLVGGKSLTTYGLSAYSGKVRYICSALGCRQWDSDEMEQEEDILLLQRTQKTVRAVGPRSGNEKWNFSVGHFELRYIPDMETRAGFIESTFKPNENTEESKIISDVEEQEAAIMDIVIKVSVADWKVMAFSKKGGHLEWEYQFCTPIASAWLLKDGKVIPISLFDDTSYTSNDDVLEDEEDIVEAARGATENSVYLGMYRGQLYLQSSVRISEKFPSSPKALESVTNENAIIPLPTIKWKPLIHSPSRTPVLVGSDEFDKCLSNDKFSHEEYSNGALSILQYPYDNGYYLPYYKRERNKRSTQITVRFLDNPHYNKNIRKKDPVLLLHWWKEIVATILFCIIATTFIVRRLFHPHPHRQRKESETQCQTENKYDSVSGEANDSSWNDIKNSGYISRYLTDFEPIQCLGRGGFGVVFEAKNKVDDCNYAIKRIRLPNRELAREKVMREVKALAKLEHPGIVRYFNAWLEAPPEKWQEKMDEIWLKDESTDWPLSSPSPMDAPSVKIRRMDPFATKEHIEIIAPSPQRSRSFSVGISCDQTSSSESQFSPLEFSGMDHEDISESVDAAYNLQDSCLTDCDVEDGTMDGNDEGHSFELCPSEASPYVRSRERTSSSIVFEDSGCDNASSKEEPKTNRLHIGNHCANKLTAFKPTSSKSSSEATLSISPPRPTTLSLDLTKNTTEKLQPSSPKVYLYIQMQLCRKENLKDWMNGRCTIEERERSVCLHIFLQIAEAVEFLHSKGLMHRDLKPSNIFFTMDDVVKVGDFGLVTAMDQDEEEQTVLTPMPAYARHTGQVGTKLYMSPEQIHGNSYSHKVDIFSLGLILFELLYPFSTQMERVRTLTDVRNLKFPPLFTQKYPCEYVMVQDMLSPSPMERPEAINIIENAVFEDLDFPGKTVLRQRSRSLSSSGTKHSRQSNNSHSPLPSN
Numbers without * were called inactive; & = joins results of further samples. Compounds were not picked by outcome; any-hit rate near 3.6%.

The opening 14 entries as a preview:
Every second line gives: Ba/F3 V617F tox, EP2 modulator, TRPML3 agonist, Calpain2 inh, TRPN1 ag, S1P4 agonist, BaF3 parental, S1P4 antagonist, PERK inhibitor
O=C(O)CCC(=O)Nc1ccc(S(=O)(=O)N2CCCC2)cc1
    3, 0, 0.3, 12, 0.3, -1.3, 6, 6, -1.3
O=C1C(C=NCCCN2CCOCC2)=C(O)c2ccccc21
    -3, 0, -0.1, 11, -0.1, 1.5, 4, -20, 1.8
Cc1cc(C(=O)Nc2ccon2)cs1
    0, 6, 0.9, 31, 0.2, 1.1, 5, -3, 1.0
COCCNC(=O)CSc1cc(-c2ccccc2)c2ccc(OC)cc2n1
    0, 63*, -0.4, -28, -0.5, -2.3, 5, -42, 0.5
CCOC(=O)N1CCc2c(sc3c2c(=O)n(Cc2ccccc2)c(=O)n3Cc2cccc(C)c2)C1
    -4, 51, 0.9, -1, -1.4, 1.5, 5, 11, 0.1
Cc1ccc(NC(=O)/C(C#N)=C/c2ccccc2C(F)(F)F)cc1
    -4, -16, -0.4, 10, -0.8, 4.9, 1, -26, 0.1
O=C(c1cnc2n(c1=O)CCS2)N(c1ccccc1)C1CCCCC1
    1, 13, 1.1, 25, 0.8, 0.8, 3, -10, 0.3
CC1(C)OC(=O)C(=Cc2ccc(-c3ccc(Cl)c(C(=O)O)c3)o2)C(=O)O1
    -3, 8, 1.5, -6, 0.9, 2.0, 7, -15, 0.5
CCCCCn1c(=O)c(-c2nc3ccccc3c(=O)[nH]2)c(O)c2ccccc21
    -1, 22, 0.6, 6, 0.0, 1.2, 4, 2, 1.5
COc1c2occc2cc2ccc(=O)oc12
    -2, 8&0, 0.6, -49, -1.1, 1.8, 5, -16, 0.9
CC(=O)NC1(C(F)(F)F)C(=O)Nc2c1c(=O)[nH]c(=O)n2CCc1ccccc1 (stereo not given)
    -3, 32, 0.6, -3, -0.5, 0.9, -1, -12, 0.6
CC1(C)CC(=O)C/C(=N\NC(=O)C2CC23CCC3)C1 (stereo not given)
    0, 16, 0.8, -31, 1.5, -0.4, 5, 4, -0.1
Fc1cccc2sc(N3CCCCC3)nc12
    2, 9, 0.4, -28, 0.0, -0.4, 2, -1, 1.2
O=C(O/N=C1\CCS(=O)(=O)c2sccc21)c1c(F)cccc1F
    1, 1, 0.1, -4, 1.3, 33*, 11, -11, 0.5

Results, repeating the preview:
Every second line gives: Ba/F3 V617F tox, EP2 modulator, TRPML3 agonist, Calpain2 inh, TRPN1 ag, S1P4 agonist, BaF3 parental, S1P4 antagonist, PERK inhibitor
O=C(O)CCC(=O)Nc1ccc(S(=O)(=O)N2CCCC2)cc1
    3, 0, 0.3, 12, 0.3, -1.3, 6, 6, -1.3
O=C1C(C=NCCCN2CCOCC2)=C(O)c2ccccc21
    -3, 0, -0.1, 11, -0.1, 1.5, 4, -20, 1.8
Cc1cc(C(=O)Nc2ccon2)cs1
    0, 6, 0.9, 31, 0.2, 1.1, 5, -3, 1.0
COCCNC(=O)CSc1cc(-c2ccccc2)c2ccc(OC)cc2n1
    0, 63*, -0.4, -28, -0.5, -2.3, 5, -42, 0.5
CCOC(=O)N1CCc2c(sc3c2c(=O)n(Cc2ccccc2)c(=O)n3Cc2cccc(C)c2)C1
    -4, 51, 0.9, -1, -1.4, 1.5, 5, 11, 0.1
Cc1ccc(NC(=O)/C(C#N)=C/c2ccccc2C(F)(F)F)cc1
    -4, -16, -0.4, 10, -0.8, 4.9, 1, -26, 0.1
O=C(c1cnc2n(c1=O)CCS2)N(c1ccccc1)C1CCCCC1
    1, 13, 1.1, 25, 0.8, 0.8, 3, -10, 0.3
CC1(C)OC(=O)C(=Cc2ccc(-c3ccc(Cl)c(C(=O)O)c3)o2)C(=O)O1
    -3, 8, 1.5, -6, 0.9, 2.0, 7, -15, 0.5
CCCCCn1c(=O)c(-c2nc3ccccc3c(=O)[nH]2)c(O)c2ccccc21
    -1, 22, 0.6, 6, 0.0, 1.2, 4, 2, 1.5
COc1c2occc2cc2ccc(=O)oc12
    -2, 8&0, 0.6, -49, -1.1, 1.8, 5, -16, 0.9
CC(=O)NC1(C(F)(F)F)C(=O)Nc2c1c(=O)[nH]c(=O)n2CCc1ccccc1 (stereo not given)
    -3, 32, 0.6, -3, -0.5, 0.9, -1, -12, 0.6
CC1(C)CC(=O)C/C(=N\NC(=O)C2CC23CCC3)C1 (stereo not given)
    0, 16, 0.8, -31, 1.5, -0.4, 5, 4, -0.1
Fc1cccc2sc(N3CCCCC3)nc12
    2, 9, 0.4, -28, 0.0, -0.4, 2, -1, 1.2
O=C(O/N=C1\CCS(=O)(=O)c2sccc21)c1c(F)cccc1F
    1, 1, 0.1, -4, 1.3, 33*, 11, -11, 0.5
O=C(NCCCN1CCOCC1)c1cccnc1SCc1ccccc1Cl
    -1, 2, 0.6, -21, -0.9, 0.5, 1, 12, 1.0
Cc1ccc(NCc2nnc(SCC(=O)O)n2-c2ccc(C)cc2)cc1
    -5, 15, 0.9, -11, 0.2, 2.6, 1, 11, 0.6
CCOc1ccc(C(=O)NC(=S)Nc2ccccc2OC)cc1[N+](=O)[O-]
    -2, 22, 0.9, -5, -0.5, 0.9, -4, -4, 1.3
CC1=C(Sc2nc3ccccc3[nH]2)C(=O)NC(C)(C)C1
    -2, 13, 0.6, -13, 1.2, 3.9, -1, -21, 0.4
C/C(=N/NC(=O)c1cn(-c2cccc(C)n2)cn1)c1ccc(C)cc1
    -1, -9, -0.3, -27, 0.4, -0.3, 6, -17, 1.0
CCC(C)NC(=O)c1cc2cc3ccc(OC)cc3nc2s1 (stereo not given)
    -1, -10, 1.1, -436, 1.1, -2.3, 3, -10, -1.0
O=C(c1ccccc1)c1ccc(OCCn2cnc3ccccc3c2=O)cc1
    -2, 52, 1.8, 11, 2.5, 0.7, 0, -30, 0.3
Cc1c(Cl)cccc1NC(=O)COC(=O)c1c2c(nc3ccccc13)CCN(Cc1ccccc1)C2
    3, -31, 0.3, -14, 0.6, -0.2, 6, 7, -1.1
COc1cc(/C=C/C(=O)OCC(=O)NC(=O)NC(C)C)cc(OC)c1OC
    -2, 28, -0.2, -41, -0.7, 0.2, 8, -3, -0.3
Cc1ccc(Cn2cccc(NC(=O)c3ccco3)c2=O)cc1
    7, 27, 1.3, -33, 4.9, 0.7, 4, -7, 0.5
CCOc1ccc(C(C)NC(=S)NC2CCCCC2)cc1OCC (stereo not given)
    0, 32, 1.5, 18, 1.1, 0.9, 7, -13, 1.0
O=C1OCCC1Sc1nnc(-c2ccco2)n1-c1ccccc1 (stereo not given)
    -1, -1, 0.5, -7, -1.4, -0.4, 0, -3, 0.3
CN(C)/C=N/C(=S)Nc1ccccc1Cl
    -2, 3, 0.8, -16, 0.6, 1.1, 6, -8, -0.2
O=c1ccc(-c2ccccc2)no1
    -4, -16, 0.4, 10, 0.0, 0.4, 2, 8, 1.2
COc1ccc(-c2cc(-c3nnc(COC(=O)CC4CCCC4)o3)c3ccccc3n2)cc1OC
    4, 12, 0.2, -73, 0.0, -0.9, 11, -6, -0.1
CCn1c2ccccc2c2cc(NC(=S)N3CCOCC3)ccc21
    -4, -16, 0.1, 11, 0.0, 1.9, 4, -12, 0.8
O=C(Cc1ccc([N+](=O)[O-])cc1)N/N=C/c1ccco1
    -2, 15, -0.4, -15, -0.9, 1.8, 6, -12, 1.5
Cn1c2c(c(=O)n(C)c1=O)C(c1cccc([N+](=O)[O-])c1)Nc1ccccc1O2 (stereo not given)
    -1, 37, -1.1, -6, -1.3, -0.2, 2, 3, 0.1
CCOC(=O)c1c(NC(=O)CSc2nnc(Cc3ccccc3)o2)sc(C)c1C
    4, 46&42, -0.5, -2, -1.8, 2.1, 1, -15, -0.4
Cc1ccsc1/C=N/NC(=O)c1ccncc1
    1, -3, 0.6, -5, -0.1, 2.5, 2, -13, 0.1
Cc1nc2cc(NC(=O)NCc3ccco3)ccc2o1
    -1, 8, -0.1, 23, 1.1, 20*, 0, -20, 0.8
CCOc1ccc(N2CC(O)(c3ccc(F)cc3)[N+]3=C2CCCC3)cc1 (stereo not given)
    2, 6, 0.9, 12, 0.9, -0.5, 4, -4, 1.3
COC(=O)c1cccc(NC(=S)NCc2ccc(Cl)cc2)c1
    -4, -14, 9.4, 11, 15, 1.1, 2, -10, 0.8
Cc1ccc(CNC(=O)CSCC(=O)O)cc1
    -5, 5, 0.0, -34, -0.3, -0.2, -1, -6, 1.5
CCN(CC)c1ccc(C(=O)OCC(=O)N(C)Cc2ccccc2)cc1
    2, -5, -0.3, 17, 0.2, 0.8, 2, 10, 1.1
CCOC(=O)c1ccc(Oc2nc(NC)nc(OC)n2)cc1
    -4, 14&-12, 0.8, 14, 1.2, 1.4, 3, -22, -0.2
COc1ccc(C2Nc3ccccc3C(=O)N2c2ccc(F)cc2)cc1CSc1ccccn1 (stereo not given)
    -3, 22, 0.1, -63, -2.3, 2.1, 1, -12, 0.7
Cn1c(=O)c2c(c3ccccc31)OC(=O)CC2c1cccnc1 (stereo not given)
    4, 12, 0.5, 4, 2.1, 3.2, 4, 5, -0.6
Cc1cccc(-n2c(CCN3C(=O)c4ccccc4C3=O)nc3ccccc3c2=O)n1
    -2, 16, 1.3, 12, 0.0, 0.8, 6, 0, 0.2
CNc1nc(-c2ccccc2)nc(-c2ccccc2)c1C#N
    -3, 22, 0.7, 3, 0.9, 0.1, -2, -1, 0.6
Clc1ccc2nc3c4ccccc4cnn3c2c1
    1, -62, 0.8, -143, 1.6, -2.3, 2, -3, 1.2
Cc1cc(NC(=O)CSc2nc3ccccc3c(=O)n2CCCC(=O)NCc2ccco2)n[nH]1
    7, -3, -1.0, 1, 1.1, -1.8, 8, 13, 1.4

From PubChem
